# miR122 inh: inhibitors of miR-122 in Huh7 cells; Huh7 miR-122 Renilla luciferase sensor, 48 h; neutral wells = 0, positive control = 100; 340,000 compounds, 0.3% hits; AID 602342; activation (reporter increase), % at 12.5 µM;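 active = mean replicate activation score at least 90 and every replicate individually at or above 90; inconclusive = only one of the two criteria met; inactive = neither criterion met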;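 note: higher luciferase means less miR-122 activity so hits act as miR-122 inhibitors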
# ERp5 block: ERp5 (human) disulfide isomerase inhibition | Q15084 | ERp5 insulin aggregation, absorbance 650 nm, 90 min | inhibition, % at 9.99 µM | 350,000 compounds, 0.05% hits | AID 651711;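 active = mean replicate inhibition above about 25%, with every replicate also reaching it, limit read from the data, passing the limit was not always enough; inconclusive = only one of those two criteria met; inactive = neither criterion met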
# Target sequence (Q15084 whole entry, looked up): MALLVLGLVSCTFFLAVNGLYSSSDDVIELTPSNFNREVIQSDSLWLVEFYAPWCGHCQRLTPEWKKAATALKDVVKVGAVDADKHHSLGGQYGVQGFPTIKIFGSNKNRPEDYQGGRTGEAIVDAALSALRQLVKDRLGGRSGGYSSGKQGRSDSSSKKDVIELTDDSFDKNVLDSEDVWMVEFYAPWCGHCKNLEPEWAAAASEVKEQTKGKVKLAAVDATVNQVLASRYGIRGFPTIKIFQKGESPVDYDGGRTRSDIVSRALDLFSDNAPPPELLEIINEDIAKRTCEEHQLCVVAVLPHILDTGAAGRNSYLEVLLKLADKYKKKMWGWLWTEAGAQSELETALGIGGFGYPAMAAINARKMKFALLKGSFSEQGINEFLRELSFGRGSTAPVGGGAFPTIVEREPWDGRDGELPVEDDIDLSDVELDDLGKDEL
# CASP6 VEID inh: blocks human caspase-6 cleavage activity | 350,000 compounds, 0.53% hits | inhibition, % at 12.5 µM | P55212 | purified caspase-6, Z-VEID-R110 cleavage fluorescence;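 active = mean inhibition across replicates at least about 35%, with every replicate also reaching that limit, limit read from the data; inconclusive = only one of the two criteria met; inactive = neither criterion met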;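 note: 0% = median of neutral control wells and 100% = no fluorescence left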
# Target sequence (P55212 24-179 limits assumed): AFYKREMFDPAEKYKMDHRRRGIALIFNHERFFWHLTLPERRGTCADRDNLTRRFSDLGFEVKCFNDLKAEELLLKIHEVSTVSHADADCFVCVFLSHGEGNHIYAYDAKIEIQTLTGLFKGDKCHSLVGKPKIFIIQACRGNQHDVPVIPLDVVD
# Target sequence (P55212 194-293 limits assumed): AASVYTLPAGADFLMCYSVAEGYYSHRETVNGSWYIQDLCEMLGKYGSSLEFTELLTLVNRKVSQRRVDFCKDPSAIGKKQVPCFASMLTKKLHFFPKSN
# F508del corr: correctors of CFTR F508del function in bronchial epithelial cells; CFBE cells, YFP halide quenching; stimulated with forskolin plus potentiator P3; % fluorescence drop versus neutral controls; activity (quench increase), % at 7.58 µM; 350,000 compounds, 0.36% hits; AID 720511;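 active = mean added fluorescence quench of at least 8% versus neutral control, with both replicates also reaching 8%; inconclusive = only one of the mean or replicate conditions met; inactive = mean below 8% and not both replicates reaching 8%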;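 note: cells transiently co-express mutant CFTR-F508del with the halide-sensitive YFP; corrector assay measuring rescue of mutant channel to the surface after 24 h compound exposure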
# SIRT5 block: inhibitors of human sirtuin-5 desuccinylase; Q9NXA8; 330,000 compounds, 1.1% hits; AID 652115; Purified SirT5, succinyl-peptide AMC, trypsin-coupled fluorescence; inhibition, % at 15 µM; in the data active = inhibition above about 15%; inconclusive = no clear call, values can overlap the other calls
# Target sequence (Q9NXA8 whole entry, looked up): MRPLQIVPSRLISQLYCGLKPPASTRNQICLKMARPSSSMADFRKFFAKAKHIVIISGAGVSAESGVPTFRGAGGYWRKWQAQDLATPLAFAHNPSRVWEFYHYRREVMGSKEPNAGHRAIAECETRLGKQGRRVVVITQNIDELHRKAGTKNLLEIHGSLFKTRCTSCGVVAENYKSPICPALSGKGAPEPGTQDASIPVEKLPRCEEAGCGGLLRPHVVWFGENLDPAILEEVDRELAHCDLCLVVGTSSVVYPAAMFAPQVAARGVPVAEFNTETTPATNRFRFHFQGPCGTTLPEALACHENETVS
# DENV2 CPE: protects cells from dengue virus 2 cytopathic effect. DENV2-infected cells, cytopathic effect rescue, plate reader. CPE inhibition, % at 9.99 µM. 350,000 compounds, 1.7% hits. AID 651640; in the data active = CPE inhibition above about 20%, passing the limit was not always enough; inconclusive = no clear call, values can overlap the other calls; tested in BHK-21 cells;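 note: 0% = median of neutral control wells and 100% = median of positive control wells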
# ERAP1 HTS inh: blocks human ERAP1 aminopeptidase activity. Q9NZ08. recombinant ERAP1, Leu-AMC fluorescence, 60 min. inhibition, % at 10.7 µM. 340,000 compounds, 0.15% hits. AID 652197;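 active = mean replicate inhibition of at least 30%, or all replicates individually reaching that 30% level; inactive = mean below 30% and not every replicate reaching it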;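 note: 0% = neutral control wells and 100% = L-leucinethiol positive control wells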
# The depositor's hits bear a star; ? = inconclusive; . = no result given; & = joins results of further samples; [ ] = another dose, or the depositor's remark.
cpd	structure	miR122 inh	ERp5 block	CASP6 VEID inh	F508del corr	SIRT5 block	DENV2 CPE	ERAP1 HTS inh
1	COC(=O)c1c(N)[nH]c(C(=O)c2ccccc2)c1-c1ccc(Cl)cc1	.	1	1	2.3	-2	?	-7
2	C[C@@H]1CCCCO[C@H](CN(C)C(=O)C2CCCCC2)[C@H](C)CN([C@H](C)CO)C(=O)c2cc(NS(=O)(=O)c3cn(C)cn3)ccc2O1	4[16.7 µM]	2	-3	1.4	2	4	-3
3	COc1ccc(NS(=O)(=O)c2ccc(Oc3c(C#N)cccc3C#N)cc2)cc1	.	1	-1	1.1	0	-2	-4
4	O=C(NCC[C@@H]1CC[C@@H](NC(=O)C2CC2)[C@@H](CO)O1)c1cnccn1	.	-4	3	-1.4	-1	-2	0
5	Clc1nnc(NC2CCCCC2)c(Cl)c1Cl	.	11	-2	0.3	.	1	-5
6	CCCC(=O)Nc1ccc2c(c1)C(=O)N(C)[C@@H]1CC[C@H](CC(=O)NCCc3ccncc3)O[C@@H]1CO2	1[16.7 µM]	-7	2	1.6	-4	-7	0
7	C/C=C/c1ccc2c(c1)O[C@@H](CN(C)C(=O)Nc1cc(F)ccc1F)[C@H](C)CN([C@H](C)CO)S2(=O)=O	-2[16.7 µM]	3	-2	1.6	4	16	2
8	COc1ccc(C=O)c(-c2c(-c3ccccc3OC)sc3ccccc23)c1	.	8	0	0.8	-3	-5	-1
9	CCOC(=O)N1CCN(S(=O)(=O)c2cc([N+](=O)[O-])c(C)cc2C)CC1	-3	1	-4	.	-5	19	3
10	O=C1NCC(=O)N2[C@@H]1C[C@@H](C(=O)NCc1ccc(F)cc1)[C@H]2c1cccc(OCCO)c1	.	-2	-1	3.0	10	0	-1
11	Cc1cc(-c2nc(C)c(C(=O)NNC(=O)NC(C)C)s2)no1	.	3	-15	0.6	0	-2	0
12	Cn1cnc(S(=O)(=O)N2CCN(C(c3ccc(F)cc3)c3ccc(F)cc3)CC2)c1	0	12	3	2.7	0	6	-8
13	O=C(NCc1ccc(F)cc1)C1CCN(C(=O)Nc2ccc(F)cc2)CC1	-10	2	2	-0.4	-1	9	-2
14	O=C1CN(Cc2ccccc2)C[C@H]2[C@H](c3ccc(-c4ccccc4F)cc3)[C@H](CO)N12	.	-4	2	0.2	-1	-5	3
15	CC(C)CCN(C(=O)c1csnn1)C(C(=O)NC1CCCCC1)c1ccc(F)cc1 (stereo not given)	.	2	0	0.7	0	1	2
16	Cc1ccc(S(=O)(=O)N(Cc2ccccc2)c2ccccc2C(=O)N2CCCCC2)cc1	.	-1	-5	0.7	0	1	2
17	Cc1ccc(NC(=S)NCc2ccc(Cl)cc2)c(C)c1	2	1	1	0.9	8	9	3
18	N#C[C@H]1[C@H](c2ccc(C#Cc3ccccc3F)cc2)[C@@H](CO)N1C(=O)C1CCC1	.	2	1	-0.3	1	2	-1
19	O=C(Nc1ccc(C(F)(F)F)cc1)N[C@@H]1C=C[C@@H](CC(=O)N2CCCCC2)O[C@@H]1CO	-23[16.7 µM]	2	0	3.9	-1	3	-1
20	COCCN(C(=S)Nc1ccc(OC)cc1)C1CCN(C(C)=O)CC1	.	1	1	.	-4	3	-2
21	CCCn1c(=N)c(S(=O)(=O)c2ccc(F)cc2)cc2c(=O)n3ccccc3nc21	-4	2	1	3.0	-2	-5	1
22	C[C@H]1CN([C@@H](C)CO)C(=O)c2cccc(NS(=O)(=O)c3ccccc3)c2O[C@@H]1CN(C)S(=O)(=O)c1cn(C)cn1	5[16.7 µM]	6	0	-1.3	1	0	-4
23	C[C@@H]1CN([C@H](C)CO)C(=O)c2cc(-c3ccncc3)cnc2O[C@H]1CN(C)S(=O)(=O)c1ccccc1	-1[16.7 µM]	-8	-2	-1.0	3	-10	6
24	Cc1ccc(Oc2ccc(OCC(=O)NC3CCS(=O)(=O)C3)cc2)cc1 (stereo not given)	-8	2	-5	2.7	-16	3	-2
25	O=C(Cn1ncn2c(cc3ccccc32)c1=O)NCCC1=CCCCC1	-2	5	2	.	-7	-7	-1
26	CCN(C[C@H]1N[C@@](C)(C(=O)OC)[C@H]2C(=O)N(C)C(=O)[C@@H]12)S(=O)(=O)c1ccccc1	.	2	3	-2.5	-5	-7	-1
27	CCOc1cc(/C=C2\NC(=O)NC2=O)ccc1OC(C)C(=O)O (stereo not given)	9	1	-2	-2.7	2	-6	3
28	O=S(=O)(Cc1ccco1)Cc1nc(-c2ccc(Cl)cc2)cs1	-3	-5	1	1.8	-2	-1	0
29	Cc1nnc(SCC(=O)NC(=O)NC(C)C)s1	-1	-1	-1	0.4	.	6	0
30	C[C@H](CO)N1C[C@H](C)[C@H](CN(C)Cc2ccc(C(F)(F)F)cc2)Oc2ccc(NC(=O)C3CCCCC3)cc2CC1=O	13[16.7 µM]	1	-3	3.6	8	0	0
31	Cc1ccc(-c2nnc(-c3cc(C)on3)o2)cc1	-7	-4	-2	-1.1	-4	-4	-4
32	COc1cccc(C(=O)Nc2ccc3c(c2)C(=O)N(C)[C@H]2CC[C@H](CC(=O)NCc4ccc(F)cc4)O[C@@H]2CO3)c1	-53[16.7 µM]	.	.	0.9	.	8	.
33	CC(=O)N(C)C[C@H]1[C@H](c2ccccc2)[C@@H](CO)N1C(=O)C1CCC1	6[16.7 µM]	10	-1	-2.2	0	-6	2
34	COc1cccc(OC(=O)c2cc3ccccc3oc2=O)c1	4	4	.	-2.8	0	.	1
35	C[C@@H]1CN([C@@H](C)CO)C(=O)c2cc(/C=C/c3ccccc3)cnc2O[C@H]1CN(C)C(=O)NC1CCCCC1	-8[16.7 µM]	-1	2	-3.7	8	0	-4
36	O=C(COC(=O)CNC(=O)c1ccccc1)NC12CC3CC(CC(C3)C1)C2	-3	4	-1	1.9	.	-2	-1
37	COc1ccc(NS(=O)(=O)c2ccc3oc(=S)[nH]c3c2)cc1	.	4	0	0.7	3	13	.
38	C=CCNC(=O)C(=O)NCCCN1CCOCC1	.	2	5	-1.6	3	-1	-2
39	COc1ccc(S(=O)(=O)Nc2ccc3c(c2)C(=O)N([C@@H](C)CO)C[C@@H](C)[C@@H](CN(C)Cc2ccc(C(F)(F)F)cc2)OCCCC[C@H](C)O3)cc1	-9[16.7 µM]	-1	-2	0.9	15	-4	1
40	O=C(NC1CCN(C(=O)c2ccccc2Br)CC1)c1ccccc1	-3	2	1	-1.8	-4	-5	0
41	O=C(Cn1cnc2c(nnn2-c2ccccc2)c1=O)N1CCC(Cc2ccccc2)CC1	-3	-4	0	-1.5	0	-6	4
42	O=C(NCc1cccnc1)c1ccccc1NS(=O)(=O)c1ccc(F)cc1F	21	1	2	-1.6	-3	5	-3
43	C[C@@H]1CN([C@@H](C)CO)S(=O)(=O)c2ccc(C#Cc3ccc(F)cc3)cc2O[C@H]1CN(C)S(=O)(=O)c1ccc(F)cc1	-4[16.7 µM]	-1	-4	1.2	23*	-3	-4
44	CCC(=O)N(C)C[C@H]1Oc2ncc(C#CCc3ccccc3)cc2C(=O)N([C@@H](C)CO)C[C@H]1C	.	15	2	3.8	-5	4	2
45	CCOc1ccc(-c2nnc(SCC(=O)NC(C)(C)C)nc2-c2ccc(OCC)c(OC)c2)cc1OC	.	0	.	-0.9	3	-2	7
46	Cc1nc2c(OCC(=O)C(C)(C)C)cccn2c1N(C)Cc1cccs1	6	-1	-4	-2.5	.	-4	-1
47	C[C@@H]1CCCCO[C@H](CN(C)Cc2ccc(C(=O)O)cc2)[C@H](C)CN([C@@H](C)CO)C(=O)c2cc(NS(C)(=O)=O)ccc2O1	3[16.7 µM]	-1	1	-4.2	3	-7	2
48	O=C(Nc1cccc(F)c1)N1[C@@H]2CNC[C@H]1C2c1ccc(-c2cccnc2)cc1 (stereo not given in full)	.	-3&-1	-5&-12	-6.0&-0.5	-2&-1	11&-3	5&0
49	CC(C)c1ccc(N2C=Nc3ccc(C(C)C)cc3C2)cc1	13	-5	2	-0.5	-4	-15	-3
50	CN1CCc2cc3c(c4c2[C@H]1[C@H](O)c1ccccc1-4)OCO3	.	-3	49*	2.6	-2	3	3
51	C[C@H](CO)N1C[C@H](C)[C@H](CN(C)C(=O)NC2CCCC2)Oc2ncc(/C=C/c3ccccc3)cc2C1=O	5[16.7 µM]	2	2	2.4	0	2	1
52	Cc1ccc(S(=O)(=O)N(C)C)cc1NC(=O)C(C)OC(=O)C1CCC1 (stereo not given)	.	3	0	-3.0	-9	4	0
53	Cc1nnc(NC(=O)CSc2nnc(Cc3cccn3C)n2-c2ccccc2)s1	-9	-7	0	2.2	1	-3	2
54	COc1ccc2c3c([nH]c2c1)[C@@H](CO)N(C(=O)Nc1ccc(F)cc1)CC31CN(S(=O)(=O)c2cn(C)cn2)C1	.	8	0	0.0	2	-7	1
55	Cc1ccc(-c2ccc(CN3C(C(C)C)C(=O)N(Cc4cn(CCC5OCCO5)nn4)CCS3(=O)=O)cc2)c(C)c1 (stereo not given)	-2	3	1	0.0	26*	-2	.
56	C[C@H]1CN([C@@H](C)CO)S(=O)(=O)c2ccc(Br)cc2O[C@@H]1CN(C)C(=O)CC1CC1	4[16.7 µM]	-1	2	-1.3	0	22	1
57	CN(Cc1cnn(Cc2ccccc2)c1)C(=O)CN=C1NS(=O)(=O)c2ccccc21	33	11	3	1.5	-3	-5	-1
58	C[C@@H]1CN([C@@H](C)CO)C(=O)c2cc(NS(=O)(=O)c3ccc(F)cc3)ccc2O[C@@H]1CN(C)C(=O)Nc1ccc(C(F)(F)F)cc1	1[16.7 µM]	3	13	0.6	8	1	-2
59	Cc1nc(-c2ccccc2)nc(Cl)c1Cl	19	-1	-6	3.7	7	16	6
60	CNC(=O)C[C@H]1CC[C@H]2[C@H](COc3ccc(NC(=O)c4ccc(C(F)(F)F)cc4)cc3C(=O)N2C)O1	4[16.7 µM]	.	.	-1.5	.	-2	.

# Going on with the list.
cpd	structure	miR122 inh	ERp5 block	CASP6 VEID inh	F508del corr	SIRT5 block	DENV2 CPE	ERAP1 HTS inh
61	CN(C)C(=O)c1cccc(-c2ccc([C@@H]3[C@@H](C#N)N(C(=O)C4CCC4)[C@@H]3CO)cc2)c1	.	1	3	1.2	-3	26*	1
62	Cc1ccccc1NC(=O)c1c(C)nn(-c2ccccc2)c1Cl	19	-4	-4	2.3	1	17	-3
63	O=C(OCc1cccc2ccccc12)C1CC(=O)N(c2ccccc2)C1 (stereo not given)	0	1	-4	.	-2	.	0
64	OC[C@H]1[C@@H](c2ccc(-c3cccc(F)c3)cc2)[C@@H]2CN(CCC(F)(F)F)CCCCN12	-3[16.7 µM]	0	.	0.9	6	-4	.
65	C[C@@H]1CCCCO[C@H](CN(C)C(=O)Nc2ccc(C(F)(F)F)cc2)[C@H](C)CN([C@@H](C)CO)C(=O)c2cc(NC(=O)c3ccccc3)ccc2O1	-11[16.7 µM]	1	0	-2.8	0	-1	-4
66	CC(=O)C[C@H](O)CC(=O)[C@@H]1OC(=O)CCCCCc2ccccc21	-1	5	1	-1.4	2	6	-1
67	COc1ccc(NC(=O)CCC(=O)NCc2ccco2)c([N+](=O)[O-])c1	0	-5	2	-1.2	0	6	1
68	COC(=O)[C@]12C[C@H](CC(=O)N3CCCC3)C(=O)N(CCC3=CCCCC3)C1=C[C@H](C(C)(C)C)O[C@@H]2C	.	-2	-7	0.6	.	-8	1
69	Cc1ccc(-c2nnc(Nc3cccc(O)c3)c3ccccc23)cc1S(=O)(=O)NCCO	.	4	10	2.1	3	3	-2
70	CCC(=O)NCCc1cc2ccc(C)cc2[nH]c1=O	-3	7	2	-3.2	.	-3	1
71	COc1ccc(N2C(=O)c3ccccc3C2=O)cc1	-2	-1	1	0.3	-1	13	-1
72	CCCCN=C1SC(C(=O)Nc2sc3c(c2C(=O)OC)CCC3)C(N)=C1C(=O)N1CCOCC1 (stereo not given)	26	-2	-1	-2.2	-5	-1	.
73	CCCC(=O)Nc1ccc2c(c1)nc(CCN1CCN(c3ccccn3)CC1)n2C	-11	0	-2	.	-6	-1	-1
74	Cc1noc(C)c1S(=O)(=O)Nc1ccc2c(c1)C(=O)N([C@H](C)CO)C[C@H](C)[C@@H](CN(C)C(=O)CCC(F)(F)F)OCCCC[C@H](C)O2	-11[16.7 µM]	-1	2	-0.7	1	5	1
